Source: PubChem BioAssay (National Center for Advancing Translational Sciences (NCATS))
Nrf2 block = Nrf2 qHTS screen for inhibitors; AID 504444, 2011; Potency, µM (doses to about 46 µM), for inactives: at the highest dose activity change, negative = inhibition, actives largely listed as inhibitors; 360,000 tested, 2.1% active; A549 ARE-Fluc reporter, luciferase luminescence, 18-24 h; also: potency is read from the fitted curve at half-maximal effect; % is scaled to controls: 0 for no effect and ±100 for the full control effect; nearly all actives have a fitted effect of over 60% in size
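Concentration-response testing used A549 ARE_Fluc cells at 5000 cells/well. Following an 18-24 h compound incubation, viability was read by fluorescence (Ex 405/Em 525) and luciferase output by luminescence.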
Abeta rescue = qHTS for compounds that reverse cellular toxicity of Amyloid beta (A-beta) peptide in yeast: Primary Screen. yeast expressing A-beta42, growth rescue, OD600, 48 h; response scale: 0% DMSO, 100% iron-clioquinol control. Potency, µM (titrated, usually from 46.1 µM), without a hit: top-dose growth rescue, usual class: activators. 410,000 tested, 0.063% active; also: potency is read from the fitted curve at half-maximal effect; nearly all actives have a fitted effect of over 55% in size
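Yeast A-beta toxicity model in growth medium with pinned compounds, 48 h at 30 C; growth read as absorbance at 600 nm. Normalized to FeCl3/clioquinol equimolar mix (positive) and DMSO (negative).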
A549 viability = Nrf2 qHTS screen for inhibitors: counterscreen for cytotoxicity. A549 ARE-Fluc cells, CellTiter-Fluor viability, 18-24 h. Potency, µM (highest dose often 46 µM), for inactives: top-dose activity change, negative = cytotoxicity, actives largely listed as inhibitors. 390,000 tested, 0.16% active. AID 504648, 2011; also: potency is read from the fitted curve at half-maximal effect; % is scaled to controls: 0 for no effect and ±100 for the full control effect
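A549 ARE_Fluc cells in 5% FBS OPTI-MEM were exposed to compounds in concentration-response for 18-24 h at 37 deg C. Viability was read by CellTiter-Fluor fluorescence (Ex 405/Em 525) after 30 min, before the luciferase read.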
pAkt inh = HTS Assay for Inhibitors of Akt Phophorylation: Primary Screen. Neuro2A IGF-stimulated pAkt S473 HTRF, 20 min; stronger effect = lower value. 360,000 tested, 0.32% active. activity change, % for hits at 50 µM. AID 651550, 2012; in the data active = activity change below about -80%; inconclusive = mostly about -51% to -80%; also: % is scaled to controls: 0 for no effect and ±100 for the full control effect
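Neuro2A cells in DMEM with 0.5% FBS, overnight at 37 deg C, given compound at single 50 µM final, then IGF (6 nM final) for 20 min at 37 deg C. Lysed; phospho-Akt Ser473 by HTRF after 24 h, 665/615 ratio.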
Mm-Cpn inhibitor = Inhibitors of TCP-1 ring complex (TRiC) of Methanococcus maripaludis (MmCpn): qHTS. purified Mm-Cpn ATPase, ADP Transcreener TR-FRET. 330,000 tested, 0.031% active. Potency, µM (highest dose often 76.9 µM), for the others: top-dose activity, negative = inhibition, actives largely listed as inhibitors. Chaperonin Mm-Cpn (Methanococcus maripaludis); also: potency is read from the fitted curve at half-maximal effect; % is scaled to controls: 0 for no effect and ±100 for the full control effect; nearly all actives have a fitted effect of over 80% in size
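25 nM Mm-CPN + cpd, 10 min 37°C; + 10 uM ATP, 30 min 37°C; buffer 30 mM Tris pH 7.4, 100 mM KCl, 5 mM MgCl2, 1 mM DTT; Transcreener ADP HTRF detection 30 min RT.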
Nrf2 ARE act = qHTS of Nrf2 Activators. AREc32 ARE-luciferase reporter (MCF7-derived line), luminescence, 24 h. Potency, µM (series often up to 46.1 µM), inactives show top-dose activation, most hits filed as activators. 410,000 tested, 0.31% active; also: potency is read from the fitted curve at half-maximal effect; % of control where 0% means no effect; nearly all actives have a fitted effect of over 65% in size
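ARE-driven firefly luciferase activity in AREc32 cells measured after a 24 hr compound exposure at 37 deg C, using Steady-Glo reagent and a 30 min room-temperature hold.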
CCT chaperon mod = High-Throughput Screening for Modulators of Cytosolic Chaperonin Activity. 360,000 tested, 0.3% active. purified chaperonin ATPase assay, HTRF ADP detection, 30 min. activity change, % (no concentration beside the values), hits read low; in the data active = activity change below about -30%; also: % is scaled to controls: 0 for no effect and ±100 for the full control effect
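ATPase activity: ADP formed was measured by HTRF Transcreener (665/615 nm ratio) after 30 min at 37 deg C with 10 uM ATP. Compounds screened at one 76 uM concentration against 40 or 20 nM TRiC in Tris pH 7.4/KCl/MgCl2/DTT buffer.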
HepG2 viability = qHTS for Inhibitors of TGF-b: Cytotox Counterscreen; HepG2 CAGA-GFP viability, ATP luminescence, 18 h; Potency, µM (top dose mostly 46.1 µM), without a hit: top-dose activity change, negative = cytotoxicity, usual class: cytotoxic; 410,000 tested, 0.76% active; AID 588856, 2011; also: potency is read from the fitted curve at half-maximal effect; some results filed as inactive show a strong effect at the top dose
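HepG2 CAGA-GFP cells (1000/well, DMEM with 1% FBS) received compound, then TGF-beta at 500 pg/mL final, and were incubated 18 hours at 37 degrees C. Viability was read by CellTiter-Glo luminescence. Media-only wells were set as complete cell-killing and DMSO as no toxicity.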
TGFb inhibitor = qHTS for Inhibitors of TGF-b; Potency, µM (doses to about 46.1 µM), inactives show at the top dose activity, negative = inhibition, hits mostly inhibitors; AID 588855, 2011; 410,000 tested, 1.2% active; HepG2 CAGA-GFP TGF-b/SMAD3 reporter, GFP fluorescence, 18 h; TGF-beta stimulated, 500 pg/mL final; also: potency is read from the fitted curve at half-maximal effect; % is scaled to controls: 0 for no effect and ±100 for the full control effect; nearly all actives have a fitted effect of over 65% in size
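Inhibition of TGF-beta-driven CAGA-GFP reporter expression in HEPG2 cells is measured by cellular GFP fluorescence after 18 h stimulation with 500 pg/mL recombinant TGF-beta in 1% FBS medium at 37 degrees C.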
Starred values were filed as active, the others as inactive; i = inactive; ? = inconclusive; / = not tested or not shown; & = joins results of further samples; [ ] = remark or other dose. Unless noted, calls follow the shape of the dose curve; as a rule, active = well fitted curve in the direction sought with a large enough effect; inconclusive = small, poorly fitted or top-dose-only effect, or another doubt; inactive = no such curve, though single readings can be large; an effect the other way counts as inactive or inconclusive.

SMILES	Nrf2 block	Abeta rescue	A549 viability	pAkt inh	Mm-Cpn inhibitor	Nrf2 ARE act	CCT chaperon mod	HepG2 viability	TGFb inhibitor
O=C(Nc1ccc(C(=O)N2CCOCC2)cc1)c1cccc([N+](=O)[O-])c1	1%	-8%	0%	i	0%	-0.4%	-2.0	4%	-7%
Cc1cc(C)c(C(=O)COC(=O)C2CCN(c3ccc(C(F)(F)F)cn3)CC2)cc1C	6%	14%	15%	i	3%	2.3%	1.4	-17%	-2%
O=C(CSC1=NNC(c2ccccn2)S1)Nc1ccc(C(F)(F)F)cc1 (stereo not drawn)	?	?	-15%	i	-1%	15%	1.2	-23%	?
O=C(NCC1CC1)C1Cc2c(-c3ccc4c(c3)OCO4)ccnc2O1 (stereo not drawn)	/	5%	/	i	/	0.0%	2.3	2%	34%
CCS(=O)(=O)Nc1cc2c3c(c1)CCN3C(=O)CC2	11%	11%	10%	/	1%	0.4%	2.2	4%	0%
O=C(CSc1ccc(-c2ccco2)nn1)Nc1cccc(F)c1	?	-11%	0%	i	-1%	21%	-0.3	-4%	?
COc1ccc(C2(c3ccc(OC)cc3)NC(=O)N(CC(=O)NCC(F)(F)F)C2=O)cc1	-7%	6%	-3%	i	0%	-1.0%	-1.6	-1%	8%
Cc1ccc(S(=O)(=O)Nc2c(O)ccc3ccccc23)cc1	-11%	31%	-1%	i	/	3.8%	-1.5	-86%	-27%
O=C(NCCc1cn2ccsc2n1)C1CCCCC1	0%	1%	3%	i	3%	0.2%	-3.0	-2%	9%
Cc1cccc(C)c1NC(=O)C(NC=O)c1ccc(N(C)C)cc1 (stereo not drawn)	/	6%	17%	i	-1%	0.0%	0.4	-2%	7%
COc1cc(C)c(CN2CCC(Oc3ccc(C(=O)N4CCCC4)cc3)CC2)cc1C	19%	-2%	-16%	i	0%	0.3%	1.2	-42%	-10%
Cc1ccc(/C=N\NC(=O)Cn2c(C)nc3ccccc32)o1	-7%	10%	-1%	i	-3%	-0.4%	-0.1	-5%	4%
O=C(NCc1ccccc1CN1CCCC1)C1CCN(S(=O)(=O)c2ccc(Cl)cc2)CC1	13%	15%	-2%	i	-1%	-0.7%	0.0	-11%	6%
CCCC(=O)NC(c1ccccc1)c1c(O)ccc2ccccc12 (stereo not drawn)	?	-6%	?	i	0%	12%	0.6	-7%	?
CC(=O)c1c(N2CCC(C(N)=O)CC2)nc(=S)n(-c2ccccc2)c1C	1%	-11%	-8%	i	-1%	0.4%	0.6	5%	3%
COc1ccc(-n2nc(C(=O)NCC(=O)NC3CCCC(C)C3C)c3ccccc3c2=O)c(OC)c1 (stereo not drawn)	-30%	-10%	-2%	i	0%	0.3%	0.6	-30%	-10%
O=S1(=O)CCOCCCN1Cc1ccccc1Br	-10%	-5%	1%	i	3%	0.6%	-1.0	2%&-18%	0%&-5%
COc1ccccc1/C=C1\Cc2ccccc2C1=O	-2%	5%	1%	i	-9%	-1.0%	0.6	-6%	-6%
COc1ccc(-c2noc3c2-c2nc(-c4ccc(Br)cc4)sc2CC3)cc1	12%	4%	10%	i	/	0.6%	1.6	2%	15%
CC(C)N1CCN(Cc2cccc(-n3cccn3)c2)CC1CCO (stereo not drawn)	0%	-3%	0%	i	2%	0.3%	1.5	2%	8%
Cc1c(C(=O)OC2CCCCCC2)[nH]c2c1C(=O)CC(c1ccccc1)C2 (stereo not drawn)	-6%	-10%	2%	/	/	-1.3%	/	3%	0%
Cn1nc(C(=O)Nc2ccc3c(c2)OCCO3)cc1C(=O)O	13%	-29%	7%	i	0%	0.4%	-1.6	-64%	-28%
CCCn1nnc(NC(=O)c2ccc3ccccc3c2)n1	?	15%	3%	i	-2%	3.0%	-6.2	5%	4%
COc1ccc(CNC(=O)COC(=O)C2(C)CC2(Cl)Cl)cc1 (stereo not drawn)	5%	-7%	0%	i	1%	-0.1%	-0.2	-2%	-4%
CCOC(=O)c1cnc2c(N=Nc3ccccc3)c(N)nn2c1N	?	7%	?	i	0%	13%	0.1	-14%	-2%
Cc1cccc(NC(=O)CCN2CCC(C)CC2)c1	3%	5%	2%	i	-1%	0.0%	-1.7	-6%	8%
O=C1NC(c2ccccc2)=C(c2ccc3ccccc3n2)C(c2ccccc2)N1 (stereo not drawn)	?	25%	-9%	i	2%	0.2%	0.9	-34%	?
CCCCNC(=O)c1cc2cccc([N+](=O)[O-])c2[nH]1	?	0%	-10%	i	0%	26%	-0.4	-21%	-7%
COc1cc(/C=C/C(=O)Nc2ccncc2)cc(OC)c1OC	?	12%	-4%	i	-2%	3.7%	-2.2	-47%	-34%
Cc1cc(C)n(C(=O)CSc2ccc(Cl)cc2)n1	-14%	-1%	-5%	/	0%	-0.3%	-0.8	-1%	0%
Cc1cccc(Nc2nc(N)nc(CN3CCN(Cc4ccc5c(c4)OCO5)CC3)n2)c1	6%	8%	?	i	-3%	-0.4%	-8.4	-30%	-8%
Cc1ccc(CNC(=O)C2CCC(=O)N2CCc2ccccc2)cc1 (stereo not drawn)	5%	20%	0%	i	1%	-0.7%	0.9	-2%	-5%
O=C(Oc1nsnc1N1CCCCC1)N1CCOCC1	0%	19%	0%	i	1%	-0.5%	-1.9	-2%	-9%
Cc1noc(C)c1CSc1nc2ccccc2n1C	2%	-14%	-1%	i	-2%	0.5%	1.0	-1%	2%
CCCc1[nH]nc2c1C(CCc1ccccc1)C(C#N)=C(N)O2 (stereo not drawn)	15%	4%	12%	i	2%	8.1%	-3.7	-16%	-19%
CN1CCN(c2ccccc2NC(=O)Cn2ncc3c([nH]c4ccccc43)c2=O)CC1	0%	/	1%	i	-2%	3.4%	-0.2	-42%	?
Cn1cc(Cl)c(/C=C(\C#N)S(=O)(=O)c2ccccc2)n1	-26%	?	-7%	i	0%	0.1%	-2.5	7%	2%
COc1ccc(/C(O)=C2/C(=O)C(=O)N(CCCC(=O)O)C2c2ccc(OC)c(OC)c2)cc1 (stereo not drawn)	16%	10%	-2%	i	1%	-0.8%	-2.1	2%	7%
Cc1cc(OCC(=O)NCCCN2CCOCC2)c2c(C)cc(=O)oc2c1	19%	5%	14%	i	-2%	-0.7%	-3.3	-5%	-1%
O=C(NCCCN1CCN(c2ccc(F)cc2)CC1)c1cnn(-c2ccc(F)cc2)c1-n1cccc1	?	-14%	7%	/	/	4.7%	/	-25%	?
Cc1nn(C2CCS(=O)(=O)C2)c(C)c1CN(C)C(=O)c1ccc(F)cc1 (stereo not drawn)	/	0%	/	i	/	-0.5%	-0.9	-27%	-12%
O=C(Cn1cc(S(=O)(=O)Cc2ccccc2F)c2ccccc21)NCc1ccccc1Cl	3%	-6%	-1%	/	/	1.0%	/	2%	0%
Cc1ccc(CN(Cc2cccn2-c2nnc(N3CCCC3=O)s2)C(=O)Nc2ccc(F)cc2)cc1	1%	0%	1%	/	/	2.2%	/	0%	-32%
COc1cccc(N(CC(=O)NC2CCCCCC2)S(=O)(=O)c2ccccc2)c1	2%	7%	-6%	i	-1%	0.4%	-1.0	-23%	-7%
NC(=O)c1coc(-c2ccccc2)n1	11%	-7%	-3%	i	-2%	-0.3%	0.6	-6%	-9%
COc1ccc(NC(C)=O)cc1CNC(=O)COc1c(C)c(C)cc(C)c1C	-6%	-11%	4%	i	0%	0.0%	-0.1	-9%	4%
O=C(N/N=C/c1cccnc1)c1cc(-c2ccccc2OCc2ccccc2)n[nH]1	-25%	18%	-16%	i	1%	4.0%	-1.7	-2%	-7%
Cc1sc2ncn(CC(=O)NCc3ccco3)c(=O)c2c1-c1ccccc1	?	-6%	-1%	i	0%	3.7%	-1.0	5%	-25%
COCCOC(=O)C1=C(C)OC(N)=C(C#N)C1c1ccco1 (stereo not drawn)	0%	-22%	2%	i	1%	0.2%	-2.2	0%	1%
CCNC(=S)N(Cc1ccc(OC)cc1)C1CC(=O)N(c2ccc(OCC)cc2)C1=O (stereo not drawn)	/	16%[9.22 µM]	-5%	i	1%	6.2%	1.3	-2%	-13%
O=Cc1ccccc1OCc1nnsc1Cl	-2%	-2%	0%	i	-7%	2.6%[9.22 µM]	-1.1	-8%	0%

Reprinted at random: 4 entries already listed.
SMILES	Nrf2 block	Abeta rescue	A549 viability	pAkt inh	Mm-Cpn inhibitor	Nrf2 ARE act	CCT chaperon mod	HepG2 viability	TGFb inhibitor
O=Cc1ccccc1OCc1nnsc1Cl	-2%	-2%	0%	i	-7%	2.6%[9.22 µM]	-1.1	-8%	0%
COc1ccc(NC(C)=O)cc1CNC(=O)COc1c(C)c(C)cc(C)c1C	-6%	-11%	4%	i	0%	0.0%	-0.1	-9%	4%
Cc1sc2ncn(CC(=O)NCc3ccco3)c(=O)c2c1-c1ccccc1	?	-6%	-1%	i	0%	3.7%	-1.0	5%	-25%
COCCOC(=O)C1=C(C)OC(N)=C(C#N)C1c1ccco1 (stereo not drawn)	0%	-22%	2%	i	1%	0.2%	-2.2	0%	1%
